# Measles CPE – protection of cells from measles virus. protection (pct of control), % at 4 µM. 1.5% of 140,000 active. Measles virus-infected cells, CPE protection, absorbance; in the data active = protection mostly above about 24%, no sharp cut-off; inactive = mostly below about 26%; also: some compounds called inactive have numbers as strong as hits
# Phagocyt inh – blocks phagocytosis by macrophages. J774A.1 macrophage IgG-bead phagocytosis, imaging. inhibition, % at 5 µM. 0.07% of 110,000 active;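 active = inhibition above the mean of the plate negative controls plus 5 SD, cut at about 13% in these data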;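 also: phagocytic index as fraction of beads internalized from green versus red external bead signal; plate controls were DMSO negative control for no effect and cytochalasin-D positive control for full effect; some results beyond the cut were filed as inactive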
# HCT116 PTEN-null – growth suppressors of cells with PTEN tumor suppressor deletion; HCT116 PTEN-null viability, CellTiter-Glo, 60 h; stronger effect = lower value; viability, % at 10 µM; 1.2% of 140,000 active; AID 827;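 active = viability at or below a set limit, 4 SD under the median of all tested compounds, cut at about 3.7% in these data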;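 also: PTEN knockout HCT116 line with beta catenin targeted HCT116 as companion control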
# Yeast life ext – extends the lifespan of yeast; S. cerevisiae growth with nicotinamide, OD615; deaD strain in restrictive glucose medium; inhibition of the nicotinamide effect, % at 10 µM; 0.68% of 130,000 active;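 active = inhibition above a set limit, placed 3 SD over the median of all compounds, cut at about 26% in these data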;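 also: 0% = nicotinamide-treated wells and 100% = cells grown without nicotinamide; some compounds called inactive have numbers as strong as hits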
#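 Assay system: engineered S. cerevisiae DeaD replicative-lifespan strain, galactose-grown log-phase cells; medium: restrictive CSMM-D dextrose medium; also added: nicotinamide, 1.5 mM, co-present with compound; schedule: 48 h compound exposure at 30 °C, humidified; detection: absorbance at 615 nm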
# NPY Y2 blocker – NPY-Y2 (human) receptor antagonism. 0.99% of 140,000 active. P49146. AID 793. inhibition, % at 2.7 µM. NPY-Y2 expressing cells, antagonist mode; in the data active = inhibition above about 17%;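 also: 0% = vehicle with agonist challenge and 100% = reference antagonist with challenge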
# Target sequence (P49146 whole entry, looked up): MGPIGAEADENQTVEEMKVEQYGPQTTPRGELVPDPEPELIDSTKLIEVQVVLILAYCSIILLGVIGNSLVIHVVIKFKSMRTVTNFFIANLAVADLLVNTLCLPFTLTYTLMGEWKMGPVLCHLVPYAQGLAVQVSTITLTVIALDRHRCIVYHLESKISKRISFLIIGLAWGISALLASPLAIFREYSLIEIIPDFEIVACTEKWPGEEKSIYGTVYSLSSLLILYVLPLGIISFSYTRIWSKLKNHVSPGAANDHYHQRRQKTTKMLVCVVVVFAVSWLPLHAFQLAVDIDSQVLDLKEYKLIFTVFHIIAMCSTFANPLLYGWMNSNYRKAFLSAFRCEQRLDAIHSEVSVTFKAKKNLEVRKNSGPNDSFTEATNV
# E-sel TNF inh – blocks E-selectin expression induced by TNF alpha; 0.71% of 120,000 active; HUVEC TNFa-induced E-selectin immunofluorescence, high content; inhibition, % at 2 µM;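 active = inhibition above the batch mean plus 3 SD, and confirmed as a hit on visual image review, cut at about 43% in these data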;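 also: 0% = TNF-stimulated DMSO wells and 100% = unstimulated control wells; not every result past the cut was called active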
# GALR2 blocker – antagonists of human galanin receptor 2 (GALR2); O43603; GALR2-expressing cells, antagonist mode; inhibition, % at 4 µM; 0.39% of 140,000 active; in the data active = inhibition above about 27%;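 also: cells stimulated with galanin 1-16 at roughly its EC80; 0% = agonist challenge control and 100% = basal control without agonist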
# Target sequence (O43603 whole entry, looked up): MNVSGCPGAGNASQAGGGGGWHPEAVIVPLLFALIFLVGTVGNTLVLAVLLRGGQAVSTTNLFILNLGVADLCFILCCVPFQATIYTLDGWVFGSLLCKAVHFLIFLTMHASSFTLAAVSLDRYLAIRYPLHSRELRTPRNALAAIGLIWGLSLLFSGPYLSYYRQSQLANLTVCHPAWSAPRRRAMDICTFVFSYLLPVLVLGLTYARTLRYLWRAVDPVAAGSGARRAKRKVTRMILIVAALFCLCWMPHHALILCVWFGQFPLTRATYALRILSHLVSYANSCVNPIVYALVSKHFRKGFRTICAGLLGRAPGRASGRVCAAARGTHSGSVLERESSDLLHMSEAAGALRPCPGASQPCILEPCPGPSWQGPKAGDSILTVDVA
# MRP-1 activ – MRP-1 activation; H69AR cells + doxorubicin, viability rescue, CellTiter-Glo; viability increase, % at 10 µM; 0.61% of 140,000 active; AID 799;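 active = viability gain under doxorubicin at or above a set limit, the compound median plus 3 SD, cut at about 4.7% in these data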;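 also: MRP-1 overexpressing cells given doxorubicin 25 µM after compound pretreatment; 18-22 h compound pretreatment then 72 h with doxorubicin before readout; 0% = doxorubicin-only wells and 100% = vehicle-treated cells without doxorubicin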
# BB579 growth dn – yeast BB579 growth reduction in restrictive medium. S. cerevisiae BB579 growth, OD615, 48 h. inhibition, % at 10 µM. 0.51% of 140,000 active;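 active = inhibition above a set limit, 3 SD over the mean compound inhibition, cut at about 44% in these data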; also: inactives centre near -24
#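 controls = amphotericin B 10 µg/mL, positive | assay system = DeaD yeast strain BB579 | schedule = 48 h compound exposure at 30 °C after 4 h preincubation | detection = OD615 turbidity measurement | medium = restrictive CSMM-D medium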
# bCat KO growth – beta-catenin-lacking colon tumor cell growth suppression; HCT116 beta-catenin knockout viability, CellTiter-Glo, 60 h; stronger effect = lower value; viability, % at 10 µM; 1.5% of 140,000 active;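 active = viability at or under a set limit, the compound median less 4 SD, cut at about 6% in these data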;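 also: 0% = Hyamine 1622 control at 20 µM and 100% = untreated cell control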
# Active calls of the source: *; · = not tested or not shown; & = joins results of further samples.
1. CC(=O)Nc1ccc(S(=O)(=O)n2cnc3ccccc32)cc1
2. CCOc1ccccc1N1CC(O)=C(c2nc3ccccc3s2)C1=N
3. CCOC(=O)c1ccc(S(=O)(=O)NCC(c2ccc(N(C)C)cc2)c2c[nH]c3ccccc23)cc1 (centres undefined)
4. Cc1nn(CCC(=O)O)c2nc(-c3cccnc3)cc(C(F)(F)F)c12
5. Cc1ccc(-n2nc(C(=O)N3CCOCC3)cc2-c2ccc(Cl)cc2)cc1
6. CC(O)c1ccc(-n2cnnn2)cc1 (centres undefined)

Compound	1	2	3	4	5	6
Measles CPE	2	17	14	5	22	3
Phagocyt inh	·	0	-4	-1	-1	-1
HCT116 PTEN-null	102	22	98	92	82	98
Yeast life ext	-2	-16	-1	-15	3	7
NPY Y2 blocker	2	8	4	2	2	2
E-sel TNF inh	-19	2	·	·	10	9
GALR2 blocker	6	13	-6	-7	-1	-3
MRP-1 activ	1.8	-0.1	-1.4	-2.0	-2.9	-0.9
BB579 growth dn	-17	-5	-6	14	-35	-46
bCat KO growth	104	20	88	108	86	92

7. COCCn1c(SCC(=O)Nc2cccc(C(=O)OC)c2)nc2ccccc2c1=O
8. CC1(C)S[C@@H]2[C@H](NC(=O)[C@H](N)c3ccccc3)C(=O)N2[C@H]1C(=O)O
9. Cc1coc2c1c(C)cc1oc(=O)c(Cc3ccccc3)c(C)c12
10. O=C(Nc1cc(N2CCOCC2)ncn1)NC1(C(F)(F)F)Oc2ccc(Cl)cc2O1 (centres undefined)
11. Cc1ccc2c(c1)c(C)c(C)n2CC(O)Cn1nc(C)cc1C (centres undefined)
12. Cc1cc(C)cc(NC(=O)/C(C#N)=C/c2cn(CC(=O)NCc3ccco3)c3ccccc23)c1

Compound	7	8	9	10	11	12
Measles CPE	·	8&14	10	8	2	2
Phagocyt inh	0	·	3	0	-1	·
HCT116 PTEN-null	88	100&95	82	77	58	18
Yeast life ext	-9	1&2	-5	-1	-16	0
NPY Y2 blocker	4	1&1	-1	15	3	0
E-sel TNF inh	-13	·	5	·	-4	17
GALR2 blocker	-4	-3&-11	-6	-3	3	5
MRP-1 activ	-1.3	-1.5&-1.0	-0.5	-1.4	-0.1	-5.4
BB579 growth dn	-42	-6&-4	-44	-42	14	-13
bCat KO growth	92	92&89	83	77	55	29

# Some of these compounds in order of their number in E-sel TNF inh, descending.
No. | Compound | E-sel TNF inh
12 | Cc1cc(C)cc(NC(=O)/C(C#N)=C/c2cn(CC(=O)NCc3ccco3)c3ccccc23)c1 | 17
9 | Cc1coc2c1c(C)cc1oc(=O)c(Cc3ccccc3)c(C)c12 | 5
11 | Cc1ccc2c(c1)c(C)c(C)n2CC(O)Cn1nc(C)cc1C (centres undefined) | -4
7 | COCCn1c(SCC(=O)Nc2cccc(C(=O)OC)c2)nc2ccccc2c1=O | -13

# Additional structures
13. O=C(Nc1cccnc1)c1ccc(COCC(F)(F)F)cc1
14. O=C(CSc1nnc(Cc2ccccc2)n1Cc1ccccc1)NCc1ccco1
15. COc1ccc(S(=O)(=O)Nc2ccc(O)c3ccccc23)cc1
16. Cc1ccc(C)c(S(=O)(=O)NCc2ccc(C(=O)N3CCN(C)CC3)cc2)c1
17. Cc1nc(NNC(=O)c2ccccc2)cc(-c2ccccc2)n1
18. O=C(CCCOc1ccccc1)N1CCN(c2ccccc2)CC1

Compound	13	14	15	16	17	18
Measles CPE	32	3	1	15	17	2
Phagocyt inh	-1	·	2	-2	0	0
HCT116 PTEN-null	93	84	2.3*	98	100	87
Yeast life ext	-21	·	·	-7	-4	-14
NPY Y2 blocker	2	7	-1	-2	0	12
E-sel TNF inh	-25	-3	-39	-17	10	-3
GALR2 blocker	4	1	7	-4	0	-24
MRP-1 activ	-1.6	-2.8	0.4	-3.6	-0.1	0.0
BB579 growth dn	-6	-33	-22	4	-24	7
bCat KO growth	88	98	1.5*	89	96	87

# Compounds above containing a furan ring, fused or not (3):
9. Cc1coc2c1c(C)cc1oc(=O)c(Cc3ccccc3)c(C)c12
12. Cc1cc(C)cc(NC(=O)/C(C#N)=C/c2cn(CC(=O)NCc3ccco3)c3ccccc23)c1
14. O=C(CSc1nnc(Cc2ccccc2)n1Cc1ccccc1)NCc1ccco1

Compound	9	12	14
Measles CPE	10	2	3
Phagocyt inh	3	·	·
HCT116 PTEN-null	82	18	84
Yeast life ext	-5	0	·
NPY Y2 blocker	-1	0	7
E-sel TNF inh	5	17	-3
GALR2 blocker	-6	5	1
MRP-1 activ	-0.5	-5.4	-2.8
BB579 growth dn	-44	-13	-33
bCat KO growth	83	29	98

# Going on with the list:
19. CC(=O)NCC(=O)OCC(=O)c1ccccc1
20. O=C(CSc1cccs1)Nc1ccc2ccccc2c1
21. Cc1c(Cl)cccc1NC(=O)CSc1nnc(CCNC(=O)OC(C)(C)C)o1
22. COc1ccc(-c2nnc(N(C)C(=O)C3CCOC3)s2)cc1 (centres undefined)
23. Cc1sc2nc(CSCC(=O)Nc3c(Cl)cccc3Cl)[nH]c(=O)c2c1C
24. O=C(N/N=C/c1cn(-c2ccccc2)nc1-c1cc2ccccc2o1)c1ccccc1Br

Compound	19	20	21	22	23	24
Measles CPE	21	11	16	3	5	19
Phagocyt inh	0	·	-1	·	-11	-3
HCT116 PTEN-null	104	84	95	90	52	17
Yeast life ext	-8	-21	-3	·	-3	-5
NPY Y2 blocker	-1	6	3	-3	6	1
E-sel TNF inh	34	-56	-25	42	·	·
GALR2 blocker	16	13	1	12	-14	11
MRP-1 activ	0.3	-4.7	-0.8	-0.9	-2.1	-1.9
BB579 growth dn	-11	-31	-52	-15	-54	-36
bCat KO growth	104	79	92	98	60	21

25. COc1ccc(-c2cc(=O)oc3cc(OCC(=O)c4cccc([N+](=O)[O-])c4)ccc23)cc1
26. COc1ccc(-c2nnn(CC(=O)c3ccc4c(c3)OCCO4)n2)cc1OC
27. Cc1cc(C2C(C#N)=C(N)OC3=C2C(=O)CCC3)c(C)s1 (centres undefined)
28. O=C(NCc1ccc(F)cc1)c1ccc(CS(=O)(=O)Cc2ccccc2F)o1

Compound	25	26	27	28
Measles CPE	4	27*	6	12
Phagocyt inh	-1	·	-1	·
HCT116 PTEN-null	17	83	105	79
Yeast life ext	5	·	-4	-7
NPY Y2 blocker	1	4	4	1
E-sel TNF inh	·	-1	11	·
GALR2 blocker	-3	17	1	5
MRP-1 activ	-3.1	-0.5	0.6	0.0
BB579 growth dn	-22	-11	-74	-30
bCat KO growth	27	86	99	100

# The order is random. About 6.3% of those tested had a hit in this group.
